Hsp70 displacement – Hsp70 inhibitors, probe displacement, primary screen, biochemical, fluorescence polarization (AID 583); Hsp70 fluorescence polarization probe displacement, mP; higher % means a stronger effect; one-dose displacement, % at 20 µM; IC50 in µM for titrated hits; hit rate 0.06% among 140,000; in the data active = displacement above about 50%;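 note: plate controls were vehicle for no effect and reference ligand for full effect; a part of the inactive calls stands beside numbers as strong as those of hits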
MKP-3 inhibition – inhibition of rat DUSP6 enzyme activity – biochemical, in vitro, primary screen (AID 425); inhibition, % at 20 µM; hits with a dose series show IC50 in µM; recombinant MKP-3 phosphatase activity, fluorescence; higher % means a stronger effect; hit rate 0.17% among 110,000; in the data active = inhibition above about 50%;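 note: plate controls were vehicle for no effect and reference inhibitor for full effect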
The depositor's hits bear a star; · = no result given; & = joins results of further samples. The list is partial; rates above refer to the full screens.

The opening 2 records (preview)
Below each SMILES – Hsp70 displacement, MKP-3 inhibition
Cc1cc(-c2nnc(SCc3ccccn3)o2)no1
 : -8.5%, 0.4%
O=C(COc1ccc2ccccc2c1)NCCc1ccccc1
 : 3.7%, 0.9%

The whole of this part, previewed entries included:
Below each SMILES – Hsp70 displacement, MKP-3 inhibition
Cc1cc(-c2nnc(SCc3ccccn3)o2)no1
 : -8.5%, 0.4%
O=C(COc1ccc2ccccc2c1)NCCc1ccccc1
 : 3.7%, 0.9%
O=C(CN1CCN(C(=O)c2ccccc2)CC1)Nc1ccc(Br)cn1
 : -0.6%, -4.3%
Cc1ccc(N2NC(=O)/C(=C/c3ccc(-c4ccc5c(c4)C(=O)NC5=O)o3)C2=O)cc1C
 : 8.7%, 9.7%
CN=C(Nc1cccc(OC)c1)SC1CC(=O)N(c2ccccc2F)C1=O (stereo not drawn)
 : 0.0%, -0.7%
Cc1onc(-c2c(Cl)cccc2Cl)c1C(=O)NCC1CCCO1 (stereo not drawn)
 : 5.1%&5.0%, 4.9%&0.5%
O=C(Cn1nnc(-c2ccccc2F)n1)NCCc1ccccc1
 : -4.3%, -4.5%
COc1cc(/C=C2\C(=O)N(c3ccc(S(N)(=O)=O)cc3)N=C2C)cc(Br)c1OCc1ccccc1
 : 4.3%, 4.5%
CSCCC(NC(=O)/C(=C\c1ccccc1)NC(=O)c1ccco1)C(=O)O (stereo not drawn)
 : -5.9%, -1.7%
CN(C)c1nc(N)nc(Cn2ccnc2)n1
 : 0.8%, -12.1%
COC(=O)C1=C(Cn2cnc3ccccc32)NC(=O)NC1c1cc(C)ccc1C (stereo not drawn)
 : -1.1%, -22.2%
COC(=O)c1c(N)sc(C)c1-c1cc(C)ccc1C
 : -3.6%, -0.3%
CCCCCC(=O)N1CCCC(c2nc(-c3ccc(OC)cc3)no2)C1 (stereo not drawn)
 : -1.2%, ·
CC(C)C(C(=O)Nc1ccc(S(=O)(=O)N2CCOCC2)cc1)N1C(=O)c2ccccc2C1=O (stereo not drawn)
 : 6.1%, ·
CC1CCCCN1CC(=O)Nc1ccc(Oc2ccccc2)cc1 (stereo not drawn)
 : 3.1%, ·
COc1cc(/C=N/NC(=O)CC(=O)NC(C)C)cc(OC)c1OC
 : 53.3%, 0.0%
COc1ccccc1N(CCC#N)C(=O)CSc1ccc2c(c1)OCCO2
 : -1.2%, -13.9%
O=C(Nc1nc(COc2ccccc2)cs1)C12CC3CC(CC(C3)C1)C2
 : -3.1%, ·
Cc1noc(C)c1COC(=O)C1CC(O)CN1S(=O)(=O)c1ccc(Cl)cc1 (stereo not drawn)
 : 1.0%, -14.9%
CCc1ccc(OCCOCCN2CCC(C)CC2)cc1
 : -0.6%, 2.5%
CCOC(=O)c1c(N)sc(C(N)=O)c1C
 : 0.9%, -8.1%
CCn1c(CNc2ccc(OC)cc2)nnc1SCC(=O)N1CCCc2ccccc21
 : -1.1%, 11.1%
CCOC(=O)c1cc2c(N)c(C(=O)c3cc(C#N)c(SC)nc3C)sc2nc1C
 : -9.2%, 1.1%
CCn1c(C)cc2c(c1=O)C(c1ccccc1Br)C(C#N)=C(N)O2 (stereo not drawn)
 : 1.2%, -2.8%
COc1ccc(C2C(C(=O)N3CCN(c4ccccc4F)CC3)c3ccccc3C(=O)N2C)cc1 (stereo not drawn)
 : 8.8%, 5.8%
COc1ccc(-c2nnc(SCc3nnc(-c4ccc(Cl)cc4)o3)n2-c2ccccc2)cc1
 : 7.2%, -9.8%
CC(C)n1c(SCCCc2ccccc2)nc2c1c(=O)[nH]c(=O)n2C
 : -2.3%, -0.1%
Cc1nnc(SCC(=O)N2CCC(c3noc4ccc(F)cc34)CC2)s1
 : -0.6%, -6.4%
CC(CCc1ccco1)NC(=O)Cn1nc(Cc2ccncc2)c2ccccc2c1=O (stereo not drawn)
 : 1.8%, -8.1%
Cc1cccc2sc(NC(=O)c3ccc(S(=O)(=O)N4CCCc5ccccc54)cc3)nc12
 : -2.5%, 3.3%
CCOc1ccccc1NC(=O)CN1C(=O)/C(=C/c2cccc(Br)c2)SC1=S
 : -1.9%, 0.1%
CCOc1ccc(C(=O)Nc2ccc3oc(-c4ccccc4F)nc3c2)cc1Cl
 : -2.5%, 4.5%
COc1ccc([N+](=O)[O-])cc1NC(=O)Cc1ccc(Br)cc1
 : -0.4%, 1.8%
CCc1nc(NCCCCCO)c2nnn(Cc3ccccc3F)c2n1
 : -2.3%, ·
CC(=O)/C(=C1\NC(C)(C)Cc2ccccc21)c1ccccc1
 : -1.2%, 5.6%
CNc1c([N+](=O)[O-])cnc(N/C=C/C=C/C=C(C#N)C#N)c1C#N
 : 2.8%, 8.4%
Cc1nn(Cc2ccc(C(=O)n3cccn3)o2)c(C)c1Br
 : -2.9%, ·
Cc1ccc(CCN2CC(C(=O)NC3CCCC3)CC2=O)cc1 (stereo not drawn)
 : -1.1%, -0.1%
Cc1cc(=O)n(C)c(=O)n1CCCCO
 : 4.5%, -5.5%
O=C1CC(c2ccccc2)CC2=C1C(c1ccc(Cl)c(Cl)c1)Nc1ccccc1N2 (stereo not drawn)
 : 2.3%, 7.9%
CN1CCN(c2ccc(/C=c3\sc4nc5ccccc5n4c3=O)cc2[N+](=O)[O-])CC1
 : 3.9%, 1.0%
c1cc(CNc2ccc(N3CCOCC3)cc2)ccn1
 : 1.5%&-5.0%, -1.3%
O=C(NCC1CCC(C(=O)O)CC1)c1cccnc1 (stereo not drawn)
 : 7.6%, -1.8%
CCOC(=O)/C=c1\s/c(=C(\C#N)C(=O)OCC)n(-c2ccccc2)c1=O
 : -22.4%, -0.1%
CCOC(=O)c1cccc(S(=O)(=O)N(CCO)Cc2cc3cc(OC)c(OC)cc3[nH]c2=O)c1
 : 3.6%, -3.8%

Quoted at random: 5 records from the list.
Below each SMILES – Hsp70 displacement, MKP-3 inhibition
CCOc1ccc(C(=O)Nc2ccc3oc(-c4ccccc4F)nc3c2)cc1Cl
 : -2.5%, 4.5%
c1cc(CNc2ccc(N3CCOCC3)cc2)ccn1
 : 1.5%&-5.0%, -1.3%
CNc1c([N+](=O)[O-])cnc(N/C=C/C=C/C=C(C#N)C#N)c1C#N
 : 2.8%, 8.4%
O=C(NCC1CCC(C(=O)O)CC1)c1cccnc1 (stereo not drawn)
 : 7.6%, -1.8%
Cc1ccc(CCN2CC(C(=O)NC3CCCC3)CC2=O)cc1 (stereo not drawn)
 : -1.1%, -0.1%

Other records follow.
Below each SMILES – Hsp70 displacement, MKP-3 inhibition
CCOC(=O)c1c(NC(=S)NC(=O)c2ccccc2)sc2c1CC(C(C)C)OC2 (stereo not drawn)
 : 0.4%, 2.6%
CN=C1CC(C)(C)CC(=O)/C1=C(/O)CCC(=O)NC
 : 3.1%, -5.4%
O=C1NCCCCC1NC1CC(=O)N(c2ccccc2)C1=O (stereo not drawn)
 : -1.4%, -6.8%
CC1=C(C(=O)Nc2ccccc2Cl)C(c2ccc(C(C)C)cc2)NC(=S)N1 (stereo not drawn)
 : 3.0%, 6.7%
O=C(/C=C/c1ccc(Cl)cc1Cl)Nc1nn[nH]n1
 : -0.8%, -4.9%
N#Cc1cn(-c2ccccc2)nc1-c1cc2ccccc2oc1=O
 : -13.3%, -10.2%
CCOc1ccc(/C(C)=N/NS(=O)(=O)c2ccccc2)cc1
 : 1.8%, -1.7%
CC1CCC(NC(=O)CN2CCC(n3nnc4cc(F)ccc43)CC2)CC1 (stereo not drawn)
 : -0.3%, -10.3%
Cc1cc(C)n2nc(S(=O)(=O)N(CC(C)C)CC(C)C)nc2n1
 : -1.5%, -3.5%
CC1(C)Cc2nc3oc4c(NCc5ccccc5)ncnc4c3cc2CO1
 : 2.1%, -1.8%
Brc1ccccc1C1=Nn2c(nnc2-c2ccccc2)SC1
 : -4.4%, 2.8%
Cc1cc(C)cc(OC(=O)COc2ccc(Br)cc2Br)c1
 : 0.1%, 0.6%
Cc1nn(-c2ccc(Br)cc2)c(=O)c2ccccc12
 : 3.7%, 0.5%
Cc1c(C(=O)Nc2cccc(S(N)(=O)=O)c2)oc2ccc(Cl)cc12
 : 1.0%, -1.4%
O=C(O)CCCCCN1C(=O)C(O)=C(C(=O)/C=C/c2ccccc2)C1c1ccc(O)cc1 (stereo not drawn)
 : 7.1%, 1.0%

Individual results from the entries so far.
Hsp70 displacement, O=C(CN1CCN(C(=O)c2ccccc2)CC1)Nc1ccc(Br)cn1 → -0.6%
MKP-3 inhibition, COC(=O)c1c(N)sc(C)c1-c1cc(C)ccc1C → -0.3%
MKP-3 inhibition, CCOC(=O)c1cc2c(N)c(C(=O)c3cc(C#N)c(SC)nc3C)sc2nc1C → 1.1%
MKP-3 inhibition, CN=C(Nc1cccc(OC)c1)SC1CC(=O)N(c2ccccc2F)C1=O (stereo not drawn) → -0.7%
MKP-3 inhibition, CC(CCc1ccco1)NC(=O)Cn1nc(Cc2ccncc2)c2ccccc2c1=O (stereo not drawn) → -8.1%

More records.
Below each SMILES – Hsp70 displacement, MKP-3 inhibition
CC(=O)Nc1nc(C)c(S(N)(=O)=O)s1
 : 4.6%, 6.3%
Cn1c(SCc2nc3ccccc3[nH]2)nnc1-c1cccnc1
 : -1.0%, -5.1%
Nc1ccc(Nc2nc(-c3ccncc3)cs2)cc1
 : -1.3%, 1.2%
O=C(NCCOc1ccccc1Cl)C(c1ccccc1)c1ccccc1
 : 0.0%, 3.2%
C/C(Sc1nnc(Cc2ccccc2)o1)=C(/O)c1ccccc1
 : -2.7%, -4.0%
Cc1cc(=O)oc(C)c1C(=O)NCC(C)NC(=O)c1c(C)cc(=O)oc1C (stereo not drawn)
 : 3.2%, 2.8%
OCc1nc(CO)n(Cc2ccccc2)n1
 : 1.9%, -2.9%
O=C(O)CN1C(=O)/C(=C/c2ccc(-c3ccccc3[N+](=O)[O-])o2)SC1=S
 : 20.9%, 19.6%
CC1(c2ccccc2)NC(=O)N(CC(=O)Nc2cccc(C#N)c2)C1=O (stereo not drawn)
 : 0.5%, -8.1%
CCOC(=O)C1=NN(c2ccccc2)C(=O)C1OC(C)=O (stereo not drawn)
 : -3.2%, -4.9%
CCOc1cc(S(=O)(=O)N2CCCC2)ccc1Cl
 : 6.8%, ·
COc1cc(S(=O)(=O)N2CCCCCC2)c(OC)cc1Br
 : 5.5%, -3.6%
O=C(NCc1n[nH]c(=S)n1-c1ccc(F)cc1)c1ccco1
 : -4.5%, -4.8%
COc1cccc(C(=O)N(Cc2nc(-c3ccc(C)cc3)no2)C(C)C)c1
 : 6.3%, -7.5%
O=C(N/N=C/c1ccccn1)c1cccc([N+](=O)[O-])c1
 : -4.1%, 0.0%
CCOC(=O)N1CCN(S(=O)(=O)c2cc(Br)cnc2N)CC1
 : -4.5%, -1.1%
Cc1cc(C(=O)Nc2ccc(S(=O)(=O)Nc3nccs3)cc2)c(C)o1
 : 7.9%, -3.8%
CCc1ccc(-c2nc(CN3CCC(C(=O)NCc4ccccc4OC)CC3)c(C)o2)cc1
 : 0.4%, 1.7%
O=[n+]1c2c(n([O-])c3ccccc31)CCC2
 : -3.9%, ·
CC1Cc2cc(/C(O)=C3\C(=O)C(=O)N(CCN(C)C)C3c3ccccc3F)ccc2O1 (stereo not drawn)
 : -1.2%, -3.9%
Cc1ccc(-n2c(CSc3nc(C)cc(C)n3)nnc2SCC(=O)N2CCCC2)cc1
 : 2.3%, -6.5%
N#CCCNc1ccc(OCCC#N)cc1
 : -0.1%, -1.8%
Cc1ccc(-n2nnnc2SCC(=O)N2CCc3ccccc3C2)cc1
 : -1.1%, 2.7%
Cc1cc(/C=N/NC(=O)c2cccnc2)c(C)n1-c1ccccc1
 : 0.2%, 3.3%
O=C(NC1(C(F)(F)F)NC(=O)N(Cc2ccccc2)C1=O)c1cccs1 (stereo not drawn)
 : -0.4%, ·
Cc1c(N=C2NC(=O)C(CC(=O)Nc3ccccc3)S2)c(=O)n(-c2ccccc2)n1C (stereo not drawn)
 : ·, -12.8%
O=C(Nc1ccc(I)cc1)c1ccc(CN2CCOCC2)cc1
 : -7.5%, 3.2%
CCOC(=O)c1ccc(S(=O)(=O)NC2CCCCCCC2)n1C
 : 0.2%, -2.8%
c1ccc(CN2CN=C(Nc3nc4ccccc4s3)NC2)cc1
 : -0.1%, ·
CC(=O)c1ccc(-c2ccc(/C=C3/SC(=S)N(c4ccccc4)C3=O)o2)cc1
 : 0.3%, 5.8%
Cc1ccc(Cl)cc1NC(=O)CSc1nc2ccccc2[nH]1
 : -3.1%, 2.0%
O=C(NCC1CCCO1)c1ccc(S(=O)(=O)N2CCC(c3nc4ccc(Cl)cc4[nH]3)CC2)cc1 (stereo not drawn)
 : 8.9%, ·
CCOc1cc(/C=C2\Sc3ccccc3C2=O)ccc1OCc1ccc([N+](=O)[O-])cc1
 : -1.8%, 0.1%
CCCn1nnc(NC(=O)c2ccc(-c3cccc(Cl)c3)o2)n1
 : 0.9%, ·
COC(=O)c1ccc(/C=N\n2c(C)nnc2C)cc1
 : 6.6%, -8.8%
CCCn1c(N)c(C(c2ccc(C(=O)OC)cc2)N2CCN(c3ccccc3)CC2)c(=O)[nH]c1=O (stereo not drawn)
 : 0.3%, ·
COc1cc(/C=C2/SC(=S)N(CC(=O)O)C2=O)ccc1OCc1ccccc1F
 : 2.8%, 0.7%
COC(=O)CN(c1ccc(OC)cc1)S(C)(=O)=O
 : -1.6%, 3.2%
COC(=O)C1=C(C)Nc2nnnn2C1c1ccccc1Cl (stereo not drawn)
 : -2.1%, ·
CC(C)Nc1nc(C#N)nc(NC(C)C)n1
 : 0.3%, -5.2%
N#Cc1cc2c(nc1SCC(=O)N1CCOCC1)CCCCC2
 : 2.3%, ·
COc1ccccc1NC(=O)Cn1cnc2c(cnn2-c2ccccc2)c1=O
 : -1.4%, 3.9%
Cc1cccc(N2C(=O)S/C(=C/c3cccc([N+](=O)[O-])c3)C2=O)c1
 : 2.8%, 0.1%
Cc1ccc(C2=NC(C)(C)N=C2SCC(=O)Nc2ccc(Cl)cc2)cc1
 : -4.9%, ·
CC1(C)CC(N2CN(C3CC(C)(C)NC(C)(C)C3)CN(C3CC(C)(C)NC(C)(C)C3)C2)CC(C)(C)N1
 : 1.3%, -0.5%
